USP1-UAF1 inh – Inhibitors of USP1/UAF1: Primary Screen. Ubiquitin carboxyl-terminal hydrolase 1 (Homo sapiens), O94782. recombinant USP1/UAF1, Ub-Rhodamine cleavage fluorescence. Potency, µM (top dose mostly 57.1 µM), without a hit: at the highest dose activity change, negative = inhibition, usual class: inhibitors. 390,000 tested, 0.23% active; also: % is scaled to controls: 0 for no effect and ±100 for the full control effect; nearly all actives have a fitted effect of over 60% in size; inactives centre near -12
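USP1/UAF1 complex at 1 nM was preincubated with compound for 15 min at room temperature, then Ub-Rho substrate (150nM final) was added. Fluorescence (480/540 nm) was read kinetically, 6 reads every 60 seconds.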
TrxR1 inh – qHTS Assay for Inhibitors of Mammalian Selenoprotein Thioredoxin Reductase 1 (TrxR1): qHTS | Thioredoxin reductase 1, cytoplasmic (Rattus norvegicus), O89049 | recombinant rTrxR1, NADPH fluorescence consumption, selenite substrate | Potency, µM (top dose mostly 114 µM), without a hit: top-dose activity change, negative = inhibition, usual class: inhibitors | 390,000 tested, 1% active; also: % is scaled to controls: 0 for no effect and ±100 for the full control effect; nearly all actives have a fitted effect of over 65% in size
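Rat TrxR1 (90 nM in the dispensed reagent) was pre-reduced with 400 uM NADPH for 5 min at room temperature, then incubated with compound for 15 min. After 400 uM selenite was added, NADPH fluorescence (Ex 340/Em 450 nm) was followed for 8 min.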
Vif-APOBEC3F blk – qHTS for Inhibitors of Vif-A3F Interactions: qHTS; HeLa A3F-eYFP + Vif (tagged APOBEC3F with the HIV-1 protein that degrades it), YFP fluorescence increase; Potency, µM (doses to about 46.1 µM), without a hit: at the top dose activity, negative = active; 390,000 tested, 0.2% active; AID 602313, 2012; also: % of control where 0% means no effect; nearly all actives have a fitted effect of over 65% in size
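HeLa cells stably expressing Vif plus C-terminally eYFP-tagged A3F were seeded, incubated overnight at 37 deg C, dosed with compound, incubated overnight again at 37 deg C. Yellow fluorescence (Ex 488/Em 500-530) reported blocked Vif-mediated A3F-eYFP degradation.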
IDH1 R132H inh – qHTS for Inhibitors of mutant isocitrate dehydrogenase 1 (IDH1): qHTS | IDH1-R132H enzyme, NADPH consumption, diaphorase/resazurin fluorescence | 390,000 tested, 0.093% active | AID 602179, 2012 | Potency, µM (titrated, usually from 76.6 µM), for inactives: top-dose activity change, negative = inhibition, usual class: inhibitors | Isocitrate dehydrogenase [NADP] cytoplasmic (Homo sapiens), O75874; also: % is scaled to controls: 0 for no effect and ±100 for the full control effect; nearly all actives have a fitted effect of over 65% in size
Target sequence (O75874 whole entry R132H, stated change not applied): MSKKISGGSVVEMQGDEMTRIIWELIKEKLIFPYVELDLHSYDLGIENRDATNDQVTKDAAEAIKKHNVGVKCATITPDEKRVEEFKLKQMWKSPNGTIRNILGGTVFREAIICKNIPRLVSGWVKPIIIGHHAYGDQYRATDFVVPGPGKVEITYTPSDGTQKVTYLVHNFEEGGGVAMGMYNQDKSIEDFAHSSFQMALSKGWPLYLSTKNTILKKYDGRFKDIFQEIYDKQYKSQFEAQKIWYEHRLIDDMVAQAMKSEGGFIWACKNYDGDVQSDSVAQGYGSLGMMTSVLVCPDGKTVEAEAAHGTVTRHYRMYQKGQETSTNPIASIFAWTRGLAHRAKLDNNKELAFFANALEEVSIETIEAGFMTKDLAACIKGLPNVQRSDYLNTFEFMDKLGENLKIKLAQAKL
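IDH1-R132H (0.5 ug/mL dispensed) in pH 7.5 Tris buffer was preincubated 30 min with compound, then given a substrate mix of 0.016 mM NADPH and 2 mM alpha-KG for 80 min at room temperature; remaining NADPH was read by diaphorase/resazurin fluorescence.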
RXFP1 ag – qHTS Assay for Agonists of the Relaxin Receptor RXFP1 | Relaxin receptor 1 (Homo sapiens), Q9HBX9 | HEK293T-RXFP1 cAMP TR-FRET, 30 min; response scale: percent of porcine relaxin response, buffer zero | Potency, µM (top dose mostly 57.5 µM), for the others: at the top dose activation, most hits filed as activators | 370,000 tested, 0.3% active | AID 2676, 2010; also: % is scaled to controls: 0 for no effect and ±100 for the full control effect; nearly all actives have a fitted effect of over 60% in size; many of its hits are not listed in these tables
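HEK293 cells stably expressing RXFP1, treated 30 min at 37C with compounds plus PDE4 inhibitor Ro 20174; cAMP measured by HTRF TR-FRET. Normalized to buffer and 29 nM porcine relaxin; EC50 by Hill fit.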
RGS4 inhibitor – Inhibitors of Regulator of G Protein Signaling (RGS) 4: qHTS. 390,000 tested, 0.039% active. Transcreener GDP fluorescence polarization, RGS4-accelerated GTP hydrolysis. AID 504845, 2011. Potency, µM (series often up to 114 µM), for the others: top-dose activity change, negative = inhibition, most hits filed as inhibitors. Regulator of G-protein signaling 4 (Homo sapiens), P49798; also: % is scaled to controls: 0 for no effect and ±100 for the full control effect; nearly all actives have a fitted effect of over 75% in size; some results filed as inactive show a strong effect at the top dose
Target sequence (P49798 whole entry, looked up): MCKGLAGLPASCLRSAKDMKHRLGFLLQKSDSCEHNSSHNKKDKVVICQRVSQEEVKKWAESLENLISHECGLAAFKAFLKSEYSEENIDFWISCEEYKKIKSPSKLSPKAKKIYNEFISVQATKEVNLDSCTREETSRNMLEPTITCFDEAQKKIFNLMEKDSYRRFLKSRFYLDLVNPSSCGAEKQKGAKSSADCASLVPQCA
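MLSMR compounds (23 nl, pin-transferred) preincubated 10 min at room temperature with a 500nM (2x) first reagent, then RGS4 at 900nM (2x) plus Transcreener GDP mix added; fluorescence polarization (620/688 nm) read before and after 90 min at 30 °C.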
TrxR1 substrate – qHTS Assay for Substrates of Mammalian Selenoprotein Thioredoxin Reductase 1 (TrxR1): qHTS; Thioredoxin reductase 1, cytoplasmic (Rattus norvegicus), O89049; purified TrxR1 substrate turnover, NADPH consumption readout; Potency, µM (top dose mostly 114 µM), without a hit: top-dose activity change, negative = substrate turnover; 390,000 tested, 0.01% active; AID 588456, 2011; also: % is scaled to controls: 0 for no effect and ±100 for the full control effect; nearly all actives have a fitted effect of over 50% in size
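Rat TrxR1, dispensed at 90 nM, was prereduced with 400 uM NADPH (final) for 5 min at ~22 deg C, then incubated with compound 15 min before 400 uM selenite. A first-read NADPH fluorescence drop versus no-compound background flagged substrates.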
Vif-APOBEC3G blk – qHTS for Inhibitors of Vif-A3G Interactions: qHTS. HeLa A3G-eYFP + Vif (tagged APOBEC3G with the HIV-1 protein that degrades it), YFP fluorescence, overnight. Potency, µM (top dose mostly 46.1 µM), for the others: top-dose activity, negative = active, most hits filed as inhibitors. 410,000 tested, 0.076% active. AID 602310, 2012;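 also: % is scaled to controls: 0 for no effect and ±100 for the full control effect; nearly all actives have a fitted effect of over 60% in size; hits raise eYFP signal because A3G escapes Vif-driven loss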
Target sequence (Q9HC16 whole entry, looked up): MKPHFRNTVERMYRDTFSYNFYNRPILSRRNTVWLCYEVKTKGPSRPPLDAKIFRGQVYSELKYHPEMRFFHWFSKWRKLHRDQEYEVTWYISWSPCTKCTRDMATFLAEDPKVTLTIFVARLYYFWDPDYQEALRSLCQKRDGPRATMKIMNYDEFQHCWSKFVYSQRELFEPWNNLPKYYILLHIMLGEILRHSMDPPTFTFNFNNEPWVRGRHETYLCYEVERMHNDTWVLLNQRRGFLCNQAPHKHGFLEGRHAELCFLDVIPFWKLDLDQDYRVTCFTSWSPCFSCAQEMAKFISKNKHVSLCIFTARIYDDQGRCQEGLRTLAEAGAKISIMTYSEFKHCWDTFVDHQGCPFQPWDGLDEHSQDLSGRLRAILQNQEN
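Read-out is eYFP fluorescence (Ex 488/Em 500-530) from Vif-expressing HeLa A3G-eYFP cells; more signal means A3G escaped Vif-mediated degradation. Cells plated overnight, compound pinned in, incubated overnight at 37 deg C.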
ALOX12 inh – Primary qHTS assay for inhibitors of human arachidonate 12S-lipoxygenase (ALOX12): Round 2. Polyunsaturated fatty acid lipoxygenase ALOX12 (Homo sapiens), P18054. purified 12hLO, xylenol orange hydroperoxide absorbance. Potency, µM (top dose mostly 108 µM), for inactives: at the highest dose activity change, negative = inhibition, most hits filed as inhibitors. 580,000 tested, 1.1% active; also: % is scaled to controls: 0 for no effect and ±100 for the full control effect
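Purified human 12hLO at 150 nM in 25 mM Hepes, 0.01% Triton X-100, pH 7.0, preincubated 15 min at room temperature with compound. Reaction started with 40 uM arachidonic acid, 30 min at room temperature. Hydroperoxide measured by Fe-xylenol orange, 573/405 nm absorbance ratio.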
Numbers without * were called inactive; ? = inconclusive; . = no result given; [ ] = another dose, or the depositor's remark. Calls follow the shape of the dose curve; as a rule, active = well fitted curve in the direction sought with a large enough effect; inconclusive = small, poorly fitted or top-dose-only effect, or another doubt; inactive = no such curve, though single readings can be large; an effect the other way counts as inactive or inconclusive. Potency is read from the fitted curve at half-maximal effect. The list is partial. The share of hits here may be higher or lower than overall.

1	CSc1ccc(OC2CCCCC2NS(=O)(=O)c2ccc(Cl)cc2)cc1 (stereo not drawn)
2	COc1ccc(C(=O)O/N=C(\N)c2ccccc2)cc1
3	Cc1ccc(S(=O)(=O)N2C[C@H]3n4c(=O)ccc(=O)n4C[C@H](OC(=O)NCc4ccccc4F)[C@@]3(O)C2)cc1
4	COc1cc(/C=C(\NC(C)=O)C(=O)N2CCCCC2)ccc1OC(C)=O
5	NC(=O)CC(NC(=O)Cc1ccc(Br)cc1)c1ccc(NCC2CC2)c([N+](=O)[O-])c1 (stereo not drawn)
6	C[C@H](O)[C@@H]1C(=O)N2CCc3ccc(N4CCOCC4)cc3[C@@H]2C[C@@H]1N(C)C(=O)Nc1ccccc1

Compound,1,2,3,4,5,6
USP1-UAF1 inh,-18%,-22%,-26%,-8%,-26%,-31%
TrxR1 inh,11%[57.1 µM],12%,.,10%,24%,4%
Vif-APOBEC3F blk,0%,6%,3%,-10%,5%,5%
IDH1 R132H inh,-5%,1%,-2%,1%,12%,15%
RXFP1 ag,2.0%,1.6%,.,-0.1%,1.4%,.
RGS4 inhibitor,-25%,8%,.,18%,-14%,-13%
TrxR1 substrate,9%[57.1 µM],0%,.,3%,10%,3%
Vif-APOBEC3G blk,7%,-11%,-20%,0%,-16%,0%
ALOX12 inh,-25%,-3%,-16%,-5%,?,7%

7	CCCC12CN3CCN(CC(C3)/C1=N\NC(=O)c1ccccc1Cl)C2
8	Cc1ccsc1/C=N/NC(=O)Cc1ccc(Cl)cc1
9	O=C(O)CCn1cc(-c2ccc(Cl)cc2)nc1-c1ccncc1
10	CC1CCC(NC(=O)CCS(=O)(=O)c2ccc3c(c2)NC(=O)C(C)S3)CC1 (stereo not drawn)
11	CNC(=S)N(Cc1ccco1)Cc1cc2cc3c(cc2[nH]c1=O)OCCO3
12	CCOc1ccc(S(=O)(=O)N2CCCC(C(=O)NCC3CCCO3)C2)cc1 (stereo not drawn)

Compound,7,8,9,10,11,12
USP1-UAF1 inh,?,-12%,-15%,-19%,-13%,-18%
TrxR1 inh,16%,20%,3%,4%,?,29%
Vif-APOBEC3F blk,9%,2%,-2%,0%,-4%,-8%
IDH1 R132H inh,-2%,-5%,-14%,0%,-3%,5%
RXFP1 ag,-0.9%,1.9%,-0.1%,1.9%,0.8%,0.6%
RGS4 inhibitor,-20%,7%[11.4 µM],7%,-14%,-35%,-25%
TrxR1 substrate,9%[57.1 µM],-1%,-1%,2%,40%[activator],7%
Vif-APOBEC3G blk,0%,-8%,2%,-2%,-12%,-1%
ALOX12 inh,5%,6%,-3%,8%,-17%,0%

13	Cc1noc(C)c1S(=O)(=O)N1CCC2(CC1)OCCO2
14	Cc1cc(CNC(=O)c2cccnc2Cl)c2ccccc2n1
15	O=C(O)[C@H](Cc1ccccc1)NC(=O)N1CCOCC1
16	CC(=O)Nc1ccc(NS(=O)(=O)c2cc3c4c(c2)CC(=O)N4CCC3)cc1
17	Cn1c(=O)n(-c2cccc(Cl)c2)c(=O)c2c3c(sc21)COC(C)(C)C3
18	COc1ccc(C(=O)OCC(=O)NCC2CCCO2)cc1S(=O)(=O)N1CCCc2ccccc21 (stereo not drawn)

Compound,13,14,15,16,17,18
USP1-UAF1 inh,-7%,-9%,3%,-19%,-13%,-17%
TrxR1 inh,7%[57.1 µM],11%,16%[57.1 µM],1%[57.1 µM],9%,20%[57.1 µM]
Vif-APOBEC3F blk,-3%,9%,1%,0%,-11%,-3%
IDH1 R132H inh,-1%,-8%,-1%,7%,-4%,4%
RXFP1 ag,0.4%,-2.7%,0.9%,0.1%,-0.5%,0.7%
RGS4 inhibitor,-23%,24%,4%,3%,11%,18%
TrxR1 substrate,11%[57.1 µM],2%,12%[57.1 µM],2%[57.1 µM],0%,9%[57.1 µM]
Vif-APOBEC3G blk,-7%,7%,-2%,0%,-3%,-3%
ALOX12 inh,0%,?,?,-22%,0%,-12%

19	Cc1ccc(Nc2cc(C)nn2-c2nc(C)cc(C)n2)cc1
20	COc1ccc(/C=C/C(=O)OCC(=O)NCc2cccs2)cc1OC
21	CC(=O)N(C)c1ccc(NC(=O)COc2ccc(Br)cc2C)cc1
22	OCCC1CN(CCCn2cccn2)CCN1C1CCCCC1 (stereo not drawn)
23	CC1(c2nnc(-c3ccncc3)o2)CC(c2cccc(Cl)c2)=NO1 (stereo not drawn)
24	O=C(Cn1cccc1C(=O)c1ccccc1)NCCc1ccccc1

Compound,19,20,21,22,23,24
USP1-UAF1 inh,-8%,-9%,-20%,5%,-24%,-2%
TrxR1 inh,5%,6%,-3%,19%[57.1 µM],24%,-11%
Vif-APOBEC3F blk,-2%,-17%,1%,-13%,0%,-11%
IDH1 R132H inh,8%,-1%,3%,1%,1%,0%
RXFP1 ag,3.9%,0.0%,0.2%,0.9%,.,1.4%
RGS4 inhibitor,-9%,7%,5%,-3%,-28%,33%
TrxR1 substrate,2%,9%,-3%,6%[57.1 µM],8%,-14%
Vif-APOBEC3G blk,1%,-4%,-20%,0%,-1%,1%
ALOX12 inh,0%,-22%,-15%,0%,8%,20%

25	Cc1ccc(C)c(C(=O)CN2C(=O)C(=O)N(C3CCCC3)C2=O)c1
26	COc1ccc(NC(=O)c2cccc(S(=O)(=O)Nc3ccc(Br)cc3)c2)cn1
27	C=CCn1c(N)c(C(=O)OCCC)c2nc3ccccc3nc21
28	COc1ccc(N2CC(C(=O)Nc3nc4ccccc4s3)CC2=O)cc1 (stereo not drawn)
29	Cc1ccccc1C(=O)c1cccn1CC(=O)NCC(C)c1ccccc1 (stereo not drawn)
30	COc1cc(C)c(C(=O)CC(=O)c2c(C)cc(OC)cc2C)c(C)c1

Compound,25,26,27,28,29,30
USP1-UAF1 inh,-2%,-25%,-21%,-10%,-34%,-8%
TrxR1 inh,10%,-4%[57.1 µM],66%[activator],13%,19%,28%
Vif-APOBEC3F blk,-15%,-3%,-5%,4%,4%,-6%
IDH1 R132H inh,3%,-6%,17%,-7%,-5%,-5%
RXFP1 ag,1.5%,2.2%,8.6%,0.0%,0.4%,.
RGS4 inhibitor,-14%,-30%,-16%,18%,10%,7%
TrxR1 substrate,-2%,2%[57.1 µM],536%[activator],-5%,4%,0%
Vif-APOBEC3G blk,-5%,-1%,5%,5%,-3%,0%
ALOX12 inh,-13%,?,-28%,-19%,-12%,4%

The last 3 entries of the section before lead into the next.
28	COc1ccc(N2CC(C(=O)Nc3nc4ccccc4s3)CC2=O)cc1 (stereo not drawn)
29	Cc1ccccc1C(=O)c1cccn1CC(=O)NCC(C)c1ccccc1 (stereo not drawn)
30	COc1cc(C)c(C(=O)CC(=O)c2c(C)cc(OC)cc2C)c(C)c1
31	CC1(C)CC(=O)C(C=NCCN2CCOCC2)=C(O)C1
32	COc1ccc(CN2CCC(CO)(CCOc3ccccc3)CC2)cc1C
33	Cc1cc(/C=N/N2CCN(C)CC2)c(C)n1-c1ccc(Cl)cc1
34	Cc1cc(N2CCN(C/C=C/c3ccccc3)CC2)n2ncnc2n1

Compound,28,29,30,31,32,33,34
USP1-UAF1 inh,-10%,-34%,-8%,-8%,-13%,-23%,-17%
TrxR1 inh,13%,19%,28%,3%,6%[57.1 µM],-12%,14%[57.1 µM]
Vif-APOBEC3F blk,4%,4%,-6%,-1%,-33%,2%,5%
IDH1 R132H inh,-7%,-5%,-5%,7%,2%,-6%,2%
RXFP1 ag,0.0%,0.4%,.,0.5%,3.1%,-0.8%,0.1%
RGS4 inhibitor,18%,10%,7%,6%,2%,-4%,2%
TrxR1 substrate,-5%,4%,0%,-2%,4%[57.1 µM],6%,12%[57.1 µM]
Vif-APOBEC3G blk,5%,-3%,0%,-5%,0%,-2%,0%
ALOX12 inh,-19%,-12%,4%,22%,-8%,76%[activator],24%

Source: PubChem
